# Source: PubChem
# ANO1 activ: TMEM16A chloride channel activators or potentiators, primary screen, cell-based, HTS. Anoctamin-1 (Mus musculus), Q8BHY3. AID 623877, 2012. HEK293 TMEM16A/YFP-H148Q/I152L, iodide quench fluorescence; active compounds read low. 0.3% of 340,000 active. B-score at 10 µM;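 active means fluorescence-ratio B-score plate-corrected deviation score at least 3 library SD below zero, with starting fluorescence score within 5 deviations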;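 further: channel opened by trigger with iodide after compound preincubation; score built on the fluorescence ratio of max minus min over baseline; more negative score means more quench and so TMEM16A activation or potentiation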
# MrgX1 agonist: agonists of human MrgX1 receptor, primary screen, HEK293 cells, Fluo-4 calcium flux; Mas-related G-protein coupled receptor member X1 (Homo sapiens), Q96LB2; Fluo-4 calcium fluorescence, agonist mode; active compounds read high; B-score at 10 µM; 0.44% of 310,000 active;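 active means calcium response B-score plate-corrected fluorescence ratio at least 3 library SD, with starting fluorescence B-score inside 5 SD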
# Target sequence (Q96LB2 whole entry, looked up): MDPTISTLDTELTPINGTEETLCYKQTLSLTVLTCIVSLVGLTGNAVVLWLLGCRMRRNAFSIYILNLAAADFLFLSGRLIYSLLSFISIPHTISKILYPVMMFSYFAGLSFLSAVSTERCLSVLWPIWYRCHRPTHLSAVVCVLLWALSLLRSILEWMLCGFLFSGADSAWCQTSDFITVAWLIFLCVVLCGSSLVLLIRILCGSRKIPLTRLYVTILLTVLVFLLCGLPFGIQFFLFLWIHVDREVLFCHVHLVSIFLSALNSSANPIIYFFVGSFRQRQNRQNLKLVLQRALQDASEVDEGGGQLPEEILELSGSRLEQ
#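 System: HEK293 cells stably expressing human MrgX1 receptor; Dosing: test compound in the initial addition of three; Schedule: overnight plating, then 30 min 37 °C plus 30 min room-temperature dye loading; Detection: kinetic calcium dye fluorescence, Fluo-4 NW; Controls: per-plate positive and negative controls for Z′ factor.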
# TRPC4 agonist: activators of mouse TRPC4 channel, primary screen, Fluo4 calcium, HEK293 TRPC4beta/mu-opioid cells. Short transient receptor potential channel 4 (Mus musculus), Q9QUQ5. Fluo4 calcium fluorescence; active compounds read high. B-score at 10 µM. 0.49% of 310,000 active. AID 2237, 2010;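 active means B-score above 5 SD of library B-scores, and initial fluorescence ratio not above library mean plus 5 SD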;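 further: positive B-score marks a calcium rise read as TRPC4 activation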
#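 Material: HEK293 stable line with TRPC4beta plus mu-opioid receptor; technique: Fluo4 calcium-sensitive dye fluorescence, kinetic, 1 Hz baseline; timing: Fluo4 dye loading 45 min at room temperature, 110 s recording; controls: assay buffer as low control, maximal DAMGO as high control; read-out: integrated baseline-normalised fluorescence ratio, converted to per-well B score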
# TMEM16A inh: TMEM16A chloride channel inhibitors, primary screen, cell-based, HTS; 1.2% of 310,000 active; normalized B-score (activity score, 25-100; higher = stronger inhibition) at 10 µM; HEK293 TMEM16A/YFP iodide influx fluorescence, ionomycin; Anoctamin-1 (Mus musculus), Q8BHY3; AID 588511, 2011;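 active means ratio plate-corrected score three or more library SD toward inhibition, starting fluorescence score within five deviations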;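 further: score derived from kinetic fluorescence span divided by baseline fluorescence per well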
# MrgX1 antagonist: antagonists of human MrgX1 receptor, primary screen, HEK293 cells, Fluo-4 calcium flux. Mas-related G-protein coupled receptor member X1 (Homo sapiens), Q96LB2. BAM8-22 antagonism; active compounds read low. B-score at 10 µM. 1.3% of 310,000 active. AID 588676, 2011;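 active means calcium-response B-score plate-corrected more than 3 library SD below zero, starting fluorescence within 5 deviations, no agonist response on first addition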;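 further: peak minus trough fluorescence over baseline after final BAM8-22 challenge near maximal dose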
# TRPC4 PAM: positive allosteric modulators of TRPC4, primary screen, cell-based, mouse TRPC4beta, HEK293 mu-opioid, Fluo-4 calcium. DAMGO EC20, Fluo-4 Ca2+ flux; active compounds read high. B-score at 10 µM. 0.42% of 310,000 active. Short transient receptor potential channel 4 (Mus musculus), Q9QUQ5;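 active means B-score of calcium response area above 5 SD of library B-scores, with initial fluorescence ratio within 5 SD of library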;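 further: B-score of integrated fluorescence ratio over time as area under calcium response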
# TRPC4 inh: inhibitors of mouse TRPC4 channel, primary screen, Fluo4 calcium, HEK293 TRPC4beta/mu-opioid cells; DAMGO-evoked Fluo4 calcium flux; active compounds read low; B-score at 10 µM; 0.39% of 300,000 active;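 active means B-score over 3 SD under the library average, no early fluorescence shift, positive overall ratio signal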
#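 Assay system: Stable TRPC4beta/mu-opioid receptor HEK293 cells | Reagent: DAMGO in two steps, submaximal then maximal | Compound dosing: Single concentration per test compound | Signal: Fluo4 Ca2+ flux fluorescence | Evaluation: Per-well B score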
# SKKanGAS inh: S. pyogenes SKKanGAS growth inhibitors in kanamycin, primary screen, streptokinase expression inhibitor project, SKKanGAS strain, BacTiter-Glo luminescence; 6 h; inhibition, % at 7.5 µM; 1.3% of 300,000 active; AID 1662, 2009;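 active means mean replicate score, as percent of positive control median, at least 50; inconclusive means mean below 50 but one replicate at or above 50; inactive means mean and every replicate below 50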;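 further: strain carries kanamycin resistance gene driven by streptokinase promoter and grows in 40 µg/ml kanamycin; loss of luminescence reflects streptokinase promoter inhibition or plain growth inhibition; 0% = median of DMSO wells and 100% = positive control at its reference dose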
# TRPC6 act: mouse TRPC6 channel activators, primary screen, cell-based, HEK293, membrane potential dye | HEK293-TRPC6 membrane potential dye fluorescence; active compounds read high | 0.13% of 310,000 active | AID 2550, 2010 | Short transient receptor potential channel 6 (Mus musculus), Q61143 | B-score at 10 µM;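 active means B-score of the integrated fluorescence ratio above library mean plus 3 SD, and starting fluorescence ratio within library mean plus 5 SD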;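 further: higher score means more depolarization so channel activation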
# TRPC6 inh: mouse TRPC6 channel inhibitors, primary screen, cell-based, HEK293, membrane potential dye; ACh-evoked depolarization; active compounds read low; B-score at 10 µM; 1.1% of 310,000 active; AID 2553, 2010;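 active means B-score under library mean minus 3 SD, initial fluorescence not abnormally high, positive integrated signal ratio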;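 further: B-score derived from integrated fluorescence ratio over the kinetic read; more negative B-score means stronger inhibition of depolarization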
# MrgX1 PAM: positive allosteric modulators of MrgX1, primary screen, HEK293 cells, Fluo-4 calcium flux | Mas-related G-protein coupled receptor member X1 (Homo sapiens), Q96LB2 | FDSS; active compounds read high | B-score at 10 µM | 0.63% of 310,000 active | AID 588675, 2011;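 active means plate-corrected calcium response at least 3 library SD above typical, normal starting fluorescence, not activating the receptor alone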;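 further: compound read alongside a low EC10 to EC30 dose of BAM8-22 agonist; peak minus trough fluorescence over baseline measured at the second addition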
# * hit, by the source's call; i = inactive; ? = inconclusive; · = not tested or not shown; & = joins results of further samples. Hits appear at their usual frequency; any-hit rate near 6.7%.
SMILES,ANO1 activ,MrgX1 agonist,TRPC4 agonist,TMEM16A inh,MrgX1 antagonist,TRPC4 PAM,TRPC4 inh,SKKanGAS inh,TRPC6 act,TRPC6 inh,MrgX1 PAM
CN(/N=C/c1cc(Br)cc(Br)c1O)c1ccccc1,i,i,i,i,i,i,i,-1.9,i,i,i
CNc1c(NS(=O)(=O)c2ccc(C(C)(C)C)cc2)c(=O)oc2ccccc12,i,i,i,i,i,i,i,-3.5,i,i,i
Cc1cccc(C)c1NC(=O)CSc1nnc(Cn2nnc(-c3ccccc3)n2)n1-c1ccccc1,i,i,i,i,i,i,i,0.9,i,i,i
COCCN1CCn2c(nc3cc(NC(C)=O)ccc32)C1,i,i,i,i,i,i,i,-2.7,i,i,i
Cc1ccc2[nH]c(=O)c(C(c3nnnn3CC3CCCO3)N3CCc4ccccc4C3)cc2c1 (configuration not stated),i,i,i,i,i,i,i,-12.1,i,i,i
O=C(CSc1nc2ccccc2nc1SCC(=O)N1CCOCC1)N1CCOCC1,i,i,i,i,i,i,i,-0.5,i,i,i
CC(C)OCCCNC(=O)c1ccc(NC(=O)C2=CSCCO2)cc1,i,i,i,i,i,i,i,1.8,i,i,i
Cc1nc2cc(NC(=O)NC3CC3)ccc2n1C,i,i,i,i,i,i,i,-12.5,i,i,i
O=[N+]([O-])c1ccccc1S(=O)(=O)NCCC1=CCCCC1,i,i,i,25*,i,i,i,-5.1,i,i,i
COc1ccc(CN2CCN(Cc3cc(=O)oc4cc(C)ccc34)CC2)c(OC)c1OC,i,i,i,i,i,i,i,-1.4,i,i,i
O=[N+]([O-])c1ccc(O)c(N=Cc2sc3ccccc3c2O)c1,i,i,i,i,i,i,i,?,i,i,i
CCOc1ccccc1CNC(=O)c1c([N+](=O)[O-])c(C)nn1C,i,i,i,i,i,i,i,-3.5,i,i,i
Cn1c(N)c(N=Nc2ccc(S(N)(=O)=O)cc2)c(=O)n(C)c1=O,i,i,i,i,i,i,i,7.4,i,i,i
CN(C)c1ccc(SC#N)cc1,i,i,i,i,i,i,i,-15.9,i,i,i
COc1cccc(Nc2nc(NCC3CCCO3)c3ccccc3n2)c1 (configuration not stated),i,i,i,100*,-6.1*,i,i,-5.3,i,-11.1*,i
O=C(NCC(=O)N1CCCC1C(=O)O)OC1CCCCC1 (configuration not stated),i,i,i,i,i,i,i,-1.4,i,i,i
O=C1c2ccccc2C(=O)N1CCc1nc2ccccc2c(=O)n1Cc1ccco1,i,i,i,i,i,i,i,18.5,i,i,i
O=C(O)c1ccc(COc2ccccc2C=C2C(=O)c3ccccc3C2=O)cc1,i,i,i,i,i,i,i,0.6,i,i,i
Cc1ccc(C(=O)Nc2ccccc2C(=O)O)cc1S(=O)(=O)Nc1ccccc1,i,i,i,i,i,i,i,29.1,i,i,i
Cc1ccc(CN2CCCN(C)CC2)c(C)c1,i,i,i,i,i,i,i,-2.2,i,i,i
CC(C)CC(=O)OC1C(N2CCOCC2)c2c(ccc(/C=C/C(=O)N3CCOCC3)c2O)OC1(C)C (configuration not stated),i,i,i,i,i,i,i,-8.3,i,i,i
O=C(NNC(=O)c1ccc([N+](=O)[O-])cc1)c1ccncc1,i,i,i,i,i,i,i,1.2,i,i,i
COc1ccc(-c2cn(CCC(=O)O)c(-c3ccc(Cl)nc3)n2)cc1,i,i,·,i,i,·,·,·,·,·,i
O=C(N/N=C/c1coc2ccccc2c1=O)c1ccccc1Br,i,i,i,i,i,i,i,-4.9,i,i,i
COC(=O)CSc1nc(NCC(C)C)nc(N2CCOCC2)n1,i,i,i,i,i,i,i,-2.9,i,i,i
Fc1ccc(SCCc2ccncc2)cc1,i,i,i,i,i,i,i,-5.3&19.6,i,i,i
Cc1ccccc1Cn1nc(C)c(NC(=O)/C=C/c2cnn(C)c2)c1C,i,i,i,i,i,i,i,3.4,i,i,i
CC(=O)CC1(OC(C)=O)C(=O)N(C)c2ccccc21 (configuration not stated),i,i,i,i,i,i,i,-6.0,i,i,i
CSc1ccccc1-c1nnc(-c2ccc(Cl)cc2)o1,i,i,i,i,i,i,i,-7.6,i,i,i
O=C1CC(N2CCN(C3CC(=O)N(CCc4ccccc4)C3=O)CC2)C(=O)N1CCc1ccccc1 (configuration not stated),i,i,i,i,i,i,i,-0.6,i,i,i
O=C(CCCN1C(=O)CSc2ncccc21)N1CCN(c2cccc(C(F)(F)F)c2)CC1,i,i,i,i,i,i,i,-3.4,i,i,i
CC1(C)Cc2c(c(-c3ccco3)nc3sc4c(NCCO)ncnc4c23)CO1,i,i,i,i,i,i,i,8.2,i,i,i
CCS(=O)(=O)c1ccc2oc(SCC(=O)Nc3ccc(OC)cc3OC)nc2c1,i,i,i,i,i,i,i,0.4,i,i,i
O=C(C1CC1)N1CCN(c2ccc([N+](=O)[O-])cc2-n2cccc2)CC1,i,i,i,i,i,i,i,-10.8,i,i,i
O=c1ncn(-c2ccccc2C(F)(F)F)c2ncccc12,i,i,i,i,i,i,i,-4.9,i,i,i
C=CCSc1nc2ccccc2n2cnnc12,i,i,i,i,i,i,i,-10.6,i,i,i
CCOC(=O)N1CCN(c2cc(NCCC(=O)O)c3c4c(onc24)-c2ccccc2C3=O)CC1,-11.6*,i,·,i,i,·,·,·,·,·,i
CC(C)(C)C1CCc2onc(C(=O)N3CCOCC3)c2C1 (configuration not stated),i,i,i,i,i,i,i,4.2,i,i,i
O=C(c1ccccc1)N(CCO)Cc1cc2cc3c(cc2[nH]c1=O)OCCO3,i,i,i,i,i,i,i,4.3,i,i,i
COc1ccccc1CCN1CCCC(CN(C)C(=O)CCC(=O)N(C)C)C1 (configuration not stated),i,i,i,i,i,i,i,-9.6,i,i,i
NC(=O)c1nsc(C(=O)N(c2ccccc2F)C(C(=O)NCc2ccc(F)cc2)c2ccc(O)cc2)c1N (configuration not stated),i,i,i,i,i,i,i,23.7,i,i,i
N#Cc1ccc(NC(=O)CSc2cn[nH]n2)cc1,i,i,i,i,i,i,i,2.0,i,i,i
Cc1cc(N2CCOCC2)nc2ccccc12,i,i,i,i,i,i,i,-15.2,i,i,i
O=C(Nc1nc2c(F)cc(F)cc2s1)c1ccc([N+](=O)[O-])o1,i,i,i,i,i,i,i,16.0,i,i,8.65*
CCC1(C)C2(C#N)C(N)=NC(OC)(OC)C12C#N (configuration not stated),i,i,i,i,i,i,i,5.2,i,i,i
Cc1nsc(N)c1C(=O)O,i,i,i,i,i,i,i,-2.4,i,i,i
O=C(c1cccc(S(=O)(=O)N2CCc3ccccc3C2)c1)N1CCN(c2ccc(O)cc2)CC1,i,i,i,i,i,i,i,6.6,i,i,i
COc1cccc(N2CCN(C(=O)c3cccn4c(=O)c5c(C)c(C)sc5nc34)CC2)c1,i,i,i,i,i,i,i,7.4,i,i,i
Cc1ccc(Cl)cc1NC(=O)c1ocnc1C,i,i,i,i,i,i,i,1.2,i,i,i
O=C(Nc1nc(-c2cccs2)cs1)c1ccc(Cl)s1,i,i,i,25*,i,i,i,31.8,i,i,i

# (more compounds)
SMILES,ANO1 activ,MrgX1 agonist,TRPC4 agonist,TMEM16A inh,MrgX1 antagonist,TRPC4 PAM,TRPC4 inh,SKKanGAS inh,TRPC6 act,TRPC6 inh,MrgX1 PAM
CCOC(=O)c1sc(C)nc1C1CCN(C(=O)OCC)CC1,i,i,i,i,i,i,i,-1.7,i,i,i
CN(Cc1cn(-c2ccccc2)nc1-c1ccc(F)cc1)C(=O)CCC(=O)O,i,i,i,i,i,i,i,1.3,i,i,i
CN(c1ccc(OCC(=O)OCC(=O)Nc2c(F)c(F)c(F)c(F)c2F)cc1)S(=O)(=O)c1ccc(F)cc1,i,i,i,i,i,i,i,4.4,i,i,i
COC(=O)C1=C(C(=O)OC)[C@@H]2Nc3ccccc3[C@@]23C[C@@H](C(=O)OC)N(C(=O)C2CCC2)C3=N1,i,i,i,i,i,i,i,2.6,i,i,i
O=C(COc1ccc(S(=O)(=O)N2CCCC2)cc1)NCCC1=CCCCC1,i,i,i,i,i,i,i,2.2,i,i,i
CCOC(=O)C1=C(CN2c3ccccc3CC2C)NC(=O)NC1c1ccccc1 (configuration not stated),i,i,i,i,i,i,i,-4.8,i,i,i
C=CCNC(=O)c1onc(CSc2cc(C)cc(C)c2)c1C(=O)O,i,i,i,i,i,i,i,25.2,i,i,i
CCOc1ccc(N(C(=O)c2ccccc2Cl)C2=NC(C)(C)CS2)cc1,i,i,i,i,i,i,i,-4.6,i,i,i
COc1ccnc(Oc2ccccc2)c1C#N,i,i,i,i,i,i,i,-8.0,i,i,i
COc1ccc(/C(C)=N/NS(=O)(=O)c2cc(C)ccc2C)c(OC)c1,i,i,i,i,i,i,i,4.2,i,i,i
CCNC(=S)N1CCN(c2nc(CC)nc3sc4c(c23)CCCC4)CC1,i,i,i,i,i,i,i,9.8,i,i,i
COc1ccc(CNC(=O)C2CCC(CNc3c(N4CCC(C)CC4)c(=O)c3=O)CC2)cc1 (configuration not stated),i,i,i,i,i,i,i,6.7,i,i,i
COC(CNC(=O)c1ccc2c(c1)ncn2-c1ccc(F)c(F)c1)OC,i,i,i,i,i,i,i,-7.1,i,i,i
FC(F)(F)c1cc(CO[C@@H]2CCCN[C@@H]2c2ccccc2)cc(C(F)(F)F)c1,i,i,·,i,i,·,·,·,·,·,i
CC(C)c1ccc(-c2nnc(N)s2)cc1,i,i,i,i,i,i,i,-3.6,i,i,i
